Source: PubChem (Small Molecule Screening Facility, UW Madison)
SSB-PriA inh – inhibitors of Klebsiella pneumoniae PriA binding to SSB C-terminal tail, primary screen, biochemical, AlphaScreen; PriA–SSB C-terminal tail interaction (Klebsiella pneumoniae); AlphaScreen SSBct-PriA binding, biotinylated peptide; inhibition, % at 33 µM; 430,000 compounds, 0.6% hits; AID 1272365, 2023; in the data active means inhibition mostly above about 37%, no sharp cut-off; inactive means mostly below about 20%;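 further: plate controls were negative control peptide for no effect and reference peptide for full effect; strong numbers were not always called active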
* marks the source's active call; other numbers are inactive results; & = joins results of further samples.

SMILES | SSB-PriA inh
Cc1noc(-c2cn(CCNC(=O)c3ccc(C)s3)nn2)n1 | 1
COc1ccccc1C=NOCc1ccc(C#N)cc1 | -9
COc1cc2c(cc1OC)CN(C(=O)CSc1nc3sc4c(c3c(=O)n1-c1ccccc1)CCCCC4)CC2 | -2
CS(=O)(=O)c1ccc(CC(=O)Nc2ccc(Cl)c3ncsc23)cc1 | -16&-4
N#Cc1ccccc1NC(=O)CSc1nccn2nc(-c3ccc(Cl)cc3)cc12 | -11
O=C(NCCc1csc(-n2cccn2)n1)C1(c2ccccc2)CCOCC1 | -11
O=C(OCC1C(COC(=O)c2ccc(Cl)cc2Cl)C1(Cl)Cl)c1ccc(Cl)cc1Cl (stereo not given) | -1
COc1ccc(C=NNC(=O)c2cc(OC)c(OC)c(OC)c2)cc1CN1CCc2cc(OC)c(OC)cc2C1C (stereo not given) | 5
NC(=NOC(=O)Cc1ccccc1[N+](=O)[O-])c1ccncc1 | -7
COc1ccc(-c2noc(-c3c(C)cc(C)n(CC(=O)Nc4cccc(Cl)c4C)c3=O)n2)cc1 | -12
CCC(=NNC(=O)c1ccccc1O)c1c(O)n(C2CCCCC2)c(=O)[nH]c1=O | -9
COc1ccc(C=NNC(=O)C(=O)NCc2cccnc2)cc1 | -6
O=C(CSc1nc2c(-c3ccccc3)c[nH]c2c(=O)n1C1CC1)Nc1ccc2c(c1)OCCO2 | 1
COc1ccccc1NC(=O)Cn1c2c(cc(C#N)c1=O)C(=O)CC(C)(C)C2 | 3
COC(=O)c1ccc(NC(=O)C(=O)NCCC(O)c2cccs2)cc1 (stereo not given) | -12
NC(CCN1CCCCC1)=NO | -6
CC(C)C(=O)N1CCCc2cc(NC(=O)c3ccccc3C(F)(F)F)ccc21 | -5
Cn1nc(CNC(=O)CSc2ccc(F)cc2)cc1-c1ccco1 | -2
O=C(NCC1(c2ccc(F)cc2)CC1)c1nc2ccccc2s1 | -4
CCOC(=O)c1sc(NC(=O)c2ccc(C(=O)Nc3nc(C)c(C(=O)OCC)s3)s2)nc1C | -9&-4
COc1cc(S(=O)(=O)N2CCCC(C)C2)c(C)cc1Br (stereo not given) | -56&-14
CC(c1ccccc1)n1c(COc2ccc(Cl)cc2)nc2ccccc21 (stereo not given) | -2
COc1ccc(-c2csc(CN3CCN(C(=O)c4ccccc4Cl)CC3)n2)cc1 | -2&-2
O=C(c1ccccc1)N1CCc2ccc(NS(=O)(=O)c3ccc(F)c(Cl)c3)cc2C1 | -14
COc1ccc(C=NOCC(=O)N=Nc2c(O)[nH]c3ccc(Br)cc23)cc1 | -9
Continuation.
SMILES | SSB-PriA inh
O=C(NC1CCCCC1)N1CCN(c2ccc(-c3ccco3)nn2)CC1 | -15
CCOC(=O)C(C#N)=NNc1ccccc1C#N | 1
Cc1cc(NC(=O)C(=O)NCCN2CCC(O)CC2)ccc1N1CCCC1=O | -15
COc1ccc(Cn2cc[nH]c2=S)cc1 | 2
COc1ccc(SCC(=O)Nc2ccc3sccc3c2)cc1 | -3
COc1cccc(CC(=O)NCC(O)c2ccoc2)c1 (stereo not given) | 14
CC(=O)c1cccc(NC(=O)c2csc(Nc3ccc(S(C)(=O)=O)cc3)n2)c1 | -15
CCn1ccnc1N1CCN(CC(=O)NC(C)C)CC1 | -2
CCn1nnc2c(N3CC(C(=O)Nc4nnc(C)s4)C3)ncnc21 | -7
CC1CN(C(=O)c2ccc(N3C(=O)C4CCCCC4C3=O)cc2)CC(C)O1 (stereo not given) | -14
O=C(NCC1CCN(C(=O)c2cccnc2)CC1)c1ccc(-c2ccsc2)cc1 | -1
CCOCC(=O)NCCN1CCC(c2cccs2)CC1 | -7
COc1ccc2sc(Nc3nc4c(s3)C(=O)CC(C)(C)C4)nc2c1 | 2
COc1ccc([C@@H](O)CNC(=O)Nc2ccccc2F)cc1OC | -20
O=C(COc1ccccc1F)NCC#CCOc1cccc(C(F)(F)F)c1 | -25
CC(=O)NC(=N)Sc1nc2ccccc2[nH]1 | -17
O=C(Nc1nnc(-c2ccc3c(c2)CCCC3)o1)C1CCN(S(=O)(=O)c2cccs2)CC1 | -4
Cc1[nH]c(=O)c(C(=O)Nc2ccccc2C(N)=O)c(O)c1C | -11
CCOc1ncc(NC(=O)c2ccccc2OC)c(N(C)C)n1 | 1
CC(C)C(NC(=O)C12CC3(C)CC(C)(CC(C)(C3)C1)C2)C(=O)O (stereo not given) | 16
O=C(Cc1ccccc1Cl)N1CCC(c2nnc(C3CC3)o2)CC1 | -15
COc1ccc(-c2ccc(C(=O)Nc3ncc(Cc4ccccc4)s3)o2)c([N+](=O)[O-])c1 | 24
Cc1cc(NC(=O)c2ccc(S(=O)(=O)N3CCCC3)cc2)on1 | -3
Cc1cc(C)c(COCc2cc(C=NO)c(C)cc2C)cc1C=NO | 1
CCOC(=O)CNC(=O)CSc1nc2c(cnn2-c2ccccc2OC)c(=O)[nH]1 | -22

Overlap with the part before: four compounds; new compounds follow.
SMILES | SSB-PriA inh
COc1ccc(-c2ccc(C(=O)Nc3ncc(Cc4ccccc4)s3)o2)c([N+](=O)[O-])c1 | 24
Cc1cc(NC(=O)c2ccc(S(=O)(=O)N3CCCC3)cc2)on1 | -3
Cc1cc(C)c(COCc2cc(C=NO)c(C)cc2C)cc1C=NO | 1
CCOC(=O)CNC(=O)CSc1nc2c(cnn2-c2ccccc2OC)c(=O)[nH]1 | -22
O=S(=O)(NCC[C@H](O)c1ccc2c(c1)OCO2)c1ccc(Cl)s1 | -6
COC(=O)c1sccc1S(=O)(=O)NC1CCCC(OC(=O)Nc2ccccc2)C1 (stereo not given) | 2
O=C(O)/C=C/CN1C(=O)c2cccc3cccc(c23)C1=O | -2
COC(=O)c1sc(-c2ccccc2)cc1NC(=O)CS(=O)(=O)c1ccc(F)cc1 | -5
Cc1cc2cc(CNS(=O)(=O)c3ccc(Br)cc3)ccc2n1C | 36*
Cc1cc(NC(=O)[C@H]2CCCN(S(=O)(=O)c3ccc(Cl)s3)C2)n(C(C)C)n1 | -9
O=C(NCc1ccc(F)cc1)N1CC(Oc2nc3ccccc3s2)C1 | 1
COc1ccc(C(=O)NC2CCN(c3nc(C)nc4c3CCCC4)CC2)cc1F | -7
O=C(CN1CCN(Cc2nc3ccccc3n2Cc2ccccc2)CC1)NCc1ccco1 | 13
O=S(=O)(C1CCCCC1)C1CN(S(=O)(=O)C2CC2)C1 | -22
N#Cc1c(N)nc2c(C(N)=O)c(Nc3ccccc3)sc2c1-c1ccccc1 | -7
O=C(Nc1nc(-c2cccs2)cs1)c1ccc(Cl)cc1Cl | -6
Cc1cc(NC(=O)CCn2cnc3c(cnn3C(C)(C)C)c2=O)c2ccccc2n1 | -20
Cc1c(-c2nnc(-c3ccccn3)o2)nnn1-c1ccccc1Cl | 1
COc1ccc(CCN2C(=O)/C(=C/c3ccc(-c4ccc(S(N)(=O)=O)cc4)o3)SC2=S)cc1OC | 4
COCC(=O)Oc1c(Sc2c(F)c(F)c(F)c(F)c2F)c(C)nn1C(C)(C)C | -15
COc1ccc(C=NNC(=O)c2ccc(NS(=O)(=O)c3cccs3)cc2)cc1 | 13
C=CCn1c(C)cc(C([O-])=C(C(=S)Nc2ccc(OC(F)F)cc2)[n+]2ccc(N(C)C)cc2)c1C | 1
Cc1cc(SCC(=O)Nc2ccc(C)c(Cl)c2)n2ncc(-c3ccccc3)c2n1 | -1
ON=C(C[n+]1ccccc1)c1ccc(Br)cc1 | -13
CCCCOc1ccc(C(=O)Nc2sc3c(c2C#N)CCN(C(=O)OCC)C3)cc1 | 0
COC(=O)Cc1cc(=O)[nH]c(N=C(N)Nc2ccc(C)cc2)n1 | 5
CCc1ccc(S(=O)(=O)Nc2ccc3c(c2)CN(C(=O)C(C)C)CC3)s1 | -2
COC(C)(CNC(=O)C(=O)Nc1cc(Cl)ccc1C#N)c1ccccc1F (stereo not given) | -9
Cc1ccc(C)c(S(=O)(=O)NCc2ccc(C(=O)NCCc3ccccc3)cc2)c1 | -16&-6

Given in CSV form: entries from further up
mol,SSB-PriA inh
COCC(=O)Oc1c(Sc2c(F)c(F)c(F)c(F)c2F)c(C)nn1C(C)(C)C,-15
ON=C(C[n+]1ccccc1)c1ccc(Br)cc1,-13
C=CCn1c(C)cc(C([O-])=C(C(=S)Nc2ccc(OC(F)F)cc2)[n+]2ccc(N(C)C)cc2)c1C,1
Cc1cc(NC(=O)[C@H]2CCCN(S(=O)(=O)c3ccc(Cl)s3)C2)n(C(C)C)n1,-9
O=S(=O)(C1CCCCC1)C1CN(S(=O)(=O)C2CC2)C1,-22

Back to the main list, repeating the 3 entries before the break.
SMILES | SSB-PriA inh
CCc1ccc(S(=O)(=O)Nc2ccc3c(c2)CN(C(=O)C(C)C)CC3)s1 | -2
COC(C)(CNC(=O)C(=O)Nc1cc(Cl)ccc1C#N)c1ccccc1F (stereo not given) | -9
Cc1ccc(C)c(S(=O)(=O)NCc2ccc(C(=O)NCCc3ccccc3)cc2)c1 | -16&-6
Cc1cc(C)nc(NC(=O)c2ccc(Cl)c(S(=O)(=O)N3CCOCC3)c2)n1 | 6
CCc1ccccc1NC(=O)Nc1ccc(Nc2cc(-n3cccn3)ncn2)cc1 | -23
O=C(CSCc1ccccc1Cl)NN=Cc1ccco1 | 8
Cc1cnc(NC(=O)CCc2ccc(=O)n(C)n2)s1 | 4
COc1cccc(C=Nn2c(COc3ccccc3)n[nH]c2=S)c1OC | 9
COCC(=O)Nc1ccc(N2CCCC2=O)c(OC)c1 | -17
O=S(=O)(c1cccs1)N1CCC(c2nc(-c3ccccc3F)no2)CC1 | -20
Cc1nc(-c2ccccc2)cc2nn(CC(=O)N3CCc4ccccc43)c(=O)n12 | -17
O=[N+]([O-])c1ccccc1C=Nn1c(C(F)(F)F)n[nH]c1=S | 6
COc1cc2c(cc1OC)C(COc1ccc([N+](=O)[O-])cc1)N(C(=O)CCCCl)CC2 (stereo not given) | 10
COc1ccc(Cl)cc1NC(=O)C(=O)NCC(c1cccc2ccccc12)N(C)C (stereo not given) | -2
O=C(Nc1c[nH]c(=O)[nH]c1=O)C1CCCN(c2cc(-n3cncn3)ncn2)C1 (stereo not given) | -1
CCOC(=O)c1ccc(S(=O)(=O)NCCn2nc(-c3ccccc3)ccc2=O)cc1 | -8
C=CC[N+](C)(C)CCCNC(=O)C=NO | -2
COc1cc(C(=O)Nc2nnc(C(C)C)s2)c(Br)c(OC)c1OC | -9
Cc1nccn1CC1CCN(C(=O)c2ccccc2)CC1 | -1
CC(C)C(=O)Nc1cccc(N2CCCC2=O)c1 | -9
CCOCCCN1COc2ccc3c(=O)c(Oc4cccc(OC)c4)c(C)oc3c2C1 | -7
Cc1cc(C(=O)N(Cc2cccnc2)c2nc3ccc(F)cc3s2)on1 | -1&-1
COc1cccc(NC(=O)NCc2ccccc2-c2ccsc2)c1OC | -15
CCOC(=O)COc1ccccc1C1=NN(C(C)=O)[C@H](c2ccc(CC)cc2)C1 | -9
Cc1cc(-c2ccccc2)nc(SCC(=O)Nc2cccc(C(F)(F)F)c2)n1 | -7&-3
Cc1ccccc1-c1nc(C)c(CNS(=O)(=O)c2ccccc2C(F)(F)F)s1 | -2
Cc1nnsc1C(=O)NCc1sc2nc(-c3ccc(F)cc3)cn2c1C | 8
CC(=O)Nc1ccc(NC(=O)c2ccc(=O)n(Cc3ccccc3C)c2)cc1 | -2
Other compounds
SMILES | SSB-PriA inh
COc1ccc(-c2noc(-c3cccn(CC(=O)Nc4cc(F)ccc4C)c3=O)n2)cc1OC | 5
O=C(c1ncccn1)N1CCCC(Cc2nc(C3CC3)no2)C1 (stereo not given) | -21
CCOc1ccccc1NC(=O)c1oc2ccccc2c1NC(=O)c1c(F)cccc1F | 9
O=C(CC1N=C(Cc2ccccc2)NNC1=O)NN=Cc1ccc([N+](=O)[O-])cc1 (stereo not given) | 4
COc1ccc(O[C@H]2CCN(C(=O)c3ccc4[nH]ccc4c3)C2)nn1 | -16
COc1ccc(OC)c2sc(NCCN3CCOCC3)nc12 | 28
CCSc1nccn2nc(-c3cccc(Cl)c3)cc12 | -32
CCOc1ccc2oc(-c3ccccc3)c(C(=O)Nc3cc(OC)c(OC)cc3C(=O)OC)c2c1 | -3
CCN(CC)CCN(C(=O)c1ccnn1C)c1nc2c(C)ccc(Cl)c2s1 | -4
COc1cccc(-c2noc(Cc3nnc(-c4ccc(F)cc4)o3)n2)c1OC | -15
Cc1ccnc(Nc2cc(N3CCN(C(=O)Nc4cccc(F)c4C)CC3)nc(C)n2)c1 | 19
O=C(Nc1c[nH]c2ccccc12)N1CCN(c2ccc(F)cc2)CC1 | -4
O=C(CCS(=O)(=O)c1ccccc1)N1CCCC(Cc2nc(-c3cnccn3)no2)C1 (stereo not given) | -9
CC(O)(CNC(=O)c1ccc2nsnc2c1)c1cc2ccccc2o1 (stereo not given) | -8
O=C(c1ccc(S(=O)(=O)N2CCCCC2)cc1)N1CCN=C1SCc1cccc(C(F)(F)F)c1 | -6
Cc1cccc(OCCn2cc(C=NNC(=O)c3ccncc3)c3ccccc32)c1 | 30
C=CCOc1ccc(C(O)=C2C(=O)C(=O)N(Cc3cccnc3)C2c2ccc(C)o2)cc1 (stereo not given) | 9
O=C(Cn1nnc2ccccc21)N1CC[C@H](n2cc(-c3ccccc3)nn2)C1 | -14
O=C(NCc1ccco1)C(=O)Nc1ccncc1 | -5

Gathered by group: the entries above with a tert-butyl group.
SMILES | SSB-PriA inh
Cc1cc(NC(=O)CCn2cnc3c(cnn3C(C)(C)C)c2=O)c2ccccc2n1 | -20
COCC(=O)Oc1c(Sc2c(F)c(F)c(F)c(F)c2F)c(C)nn1C(C)(C)C | -15

A portion of the library; count on the stated rates, not on these rows.
